S100A4 MyoIIA – blocks human S100A4 binding to myosin IIA peptide. P26447. S100A4/TAMRA-MyoIIA peptide fluorescence polarization. inhibition, % at 10.7 µM. actives 0.14% (n = 360,000). AID 652163;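 active means mean inhibition of at least 70% across replicates, with every replicate also reaching that level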
Target sequence (P26447 whole entry, looked up): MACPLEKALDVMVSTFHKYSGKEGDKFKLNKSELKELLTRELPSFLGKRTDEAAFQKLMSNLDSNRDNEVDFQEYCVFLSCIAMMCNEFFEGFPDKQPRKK
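Material: S100A4 monomer (human). Medium: Calcium-containing HEPES buffer, pH 7.2. Probe or stimulus: labelled myosin peptide probe, 5 nM. Compound dosing: one concentration per compound. Timing: polarization read 5 min after assay mix addition, stable 5–60 min. Benchmarks: DMSO as neutral control, TFP as positive control.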
LGR2 inh – inhibitors of bursicon-induced Drosophila LGR2 receptor cAMP signaling; HEK293 LGR2, CRE-luciferase, bursicon-stimulated, 4 h; inhibition, % at 9.99 µM; actives 0.35% (n = 380,000); AID 720647;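 active means drop in luminescence signal, shown as inhibition above about 50% in the replicate tests, limit read from the data, passing the limit was not always enough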;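 further: agonist challenge used bursicon conditioned medium at about half maximal strength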
SIRT5 block – inhibitors of human sirtuin-5 desuccinylase; Q9NXA8; Purified SirT5, succinyl-peptide AMC, trypsin-coupled fluorescence; inhibition, % at 15 µM; actives 1.1% (n = 330,000); AID 652115; in the data active means inhibition above about 15%
Target sequence (Q9NXA8 whole entry, looked up): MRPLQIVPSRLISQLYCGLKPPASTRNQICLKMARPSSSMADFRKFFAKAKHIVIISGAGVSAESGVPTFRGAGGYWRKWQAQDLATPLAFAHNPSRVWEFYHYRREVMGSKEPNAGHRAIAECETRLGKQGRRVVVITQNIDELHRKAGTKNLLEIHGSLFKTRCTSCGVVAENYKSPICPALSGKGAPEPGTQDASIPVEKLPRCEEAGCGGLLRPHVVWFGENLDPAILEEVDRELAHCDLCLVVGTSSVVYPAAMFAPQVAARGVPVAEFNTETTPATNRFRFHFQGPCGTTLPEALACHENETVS
CASP6 VEID inh – caspase-6 (human) enzyme inhibition; P55212; actives 0.53% (n = 350,000); inhibition, % at 12.5 µM; AID 686996; purified caspase-6, Z-VEID-R110 cleavage fluorescence;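 active means mean inhibition across replicates at least about 35%, with every replicate also reaching that limit, limit read from the data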;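 further: 0% = median of neutral control wells and 100% = no fluorescence left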
Target sequence (P55212 24-179 limits assumed): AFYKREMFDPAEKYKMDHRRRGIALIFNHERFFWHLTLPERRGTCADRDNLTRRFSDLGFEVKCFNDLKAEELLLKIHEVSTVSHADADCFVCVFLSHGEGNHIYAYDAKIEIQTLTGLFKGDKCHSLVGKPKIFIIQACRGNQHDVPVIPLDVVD
Target sequence (P55212 194-293 limits assumed): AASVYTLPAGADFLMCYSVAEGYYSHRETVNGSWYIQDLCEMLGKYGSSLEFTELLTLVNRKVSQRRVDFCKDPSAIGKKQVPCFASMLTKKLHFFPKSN
FN deposition inh – fibronectin deposition inhibition | AH1F fibroblasts, Alexa488-fibronectin deposition fluorescence, overnight | inhibition, % at 12.6 µM | actives 0.086% (n = 350,000) | AID 743247;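 active means mean inhibition across replicates of 30% or more, regardless of how many single replicates reach that level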;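 further: positive control wells lacked labelled fibronectin entirely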
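Measured by – fluorescence 485/525 nm · System – AH1F fibroblast monolayer, labelled fibronectin deposition · Amount – 10000 cells per well · Buffer or medium – serum-reduced DMEM (2% serum) · Doses – single dose, pinned · Also added – fluorescent fibronectin at 24 nM final · Schedule – 1 h cell attachment, overnight exposure to compound and label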
esBAF inh – SWI/SNF esBAF complex inhibition; actives 2% (n = 350,000); AID 602393; mouse ES cells, Bmi1-luciferase knock-in reporter, 24 h; 100% = twice the neutral-well signal; reporter increase, % at 12.5 µM; in the data active means activation above about 40%;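 further: 0% = median of the plate's neutral control wells and 100% = double that signal; a rise in the Bmi1 reporter signal indicates esBAF inhibition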
C2C12 statin – suppressors of simvastatin-induced myotoxicity in C2C12 myotubes | ATP luminescence, 48 h; scaled: DMSO 0, geranylgeraniol control 100 | rescue of ATP level, % at 7.49 µM | actives 0.78% (n = 330,000) | AID 602340;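 active means mean ATP rescue above about 67%, or every replicate alone reaching that limit, limit read from the data, passing the limit was not always enough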;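 further: myotubes were challenged with 10 µM simvastatin during compound exposure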
Numbers without * were called inactive; x = no result given; & = joins results of further samples; ! = a repeat was not active. The list is partial; count on the stated rates, not on these rows.

SMILES | S100A4 MyoIIA | LGR2 inh | SIRT5 block | CASP6 VEID inh | FN deposition inh | esBAF inh | C2C12 statin
C[C@H](CO)N1C[C@H](C)[C@@H](CN(C)CC2CCCCC2)Oc2c(NC(=O)c3cnccn3)cccc2C1=O | x | 6 | -4 | x | x | -3 | -22
CCCCCCCCCCSc1n[nH]c(NC(C)=O)n1 | 1 | -2 | -1 | -2 | x | 2 | -12
CO[C@H]1CN(C)C(=O)c2ccc(NC(=O)Nc3ccccc3)cc2OC[C@H](C)N(CC2CC2)C[C@H]1C | 0 | 10 | 6 | 7 | -10 | -3 | -5
O=C(O)C[C@H]1C[C@@H]2c3cc(NC(=O)Nc4ccc(F)cc4)ccc3O[C@@H]2[C@@H](CO)O1 | 0 | -4 | -5 | -1 | 3 | -4 | -3
CCOC(=O)[C@]12CCCC=C1N(CCC1=CCCCC1)C(=O)[C@H](CC(=O)NCc1cccs1)C2 | 0 | 11 | 0 | 0 | -1 | x | x
CCC(=O)N(C)C[C@@H]1Oc2cc(-c3ccc(F)cc3)ccc2S(=O)(=O)N([C@H](C)CO)C[C@@H]1C | 16 | -3 | 2 | 0 | -2 | -21 | -11
CCN1CCCC1CNC(=O)c1cc2c(OC)c(OC)c(OC)cc2[nH]1 (stereo not drawn) | 1 | 17 | -5 | -32 | -1 | -2 | -9
O=C(O)c1ccc(/C=N/NC(=O)c2cc3c(ccc4ccccc43)o2)cc1 | 3 | -7 | -2 | 30 | 12 | 7 | 1
CC(=O)C1=C(O)C(=O)N(c2nnn(C)n2)C1c1cccs1 (stereo not drawn) | -3 | -21 | x | 0 | -4 | 0 | 7
C[C@@H]1CN([C@@H](C)CO)C(=O)c2cc(/C=C/c3ccccc3)cnc2O[C@@H]1CN(C)S(=O)(=O)c1ccc(F)cc1 | -2&5 | -10 | 32*! | 1&-1 | 7&-3 | -2&3 | 14&7
CCOC(=O)CNC(=O)CSc1nnc(-c2ccncc2)n1-c1ccc(Cl)cc1 | x | x | x | x | -1 | -4 | 6
C[C@H](CO)N1C[C@H](C)[C@H](CN(C)C(=O)Nc2ccc(F)cc2)Oc2ccc(NC(=O)Nc3ccccc3)cc2C1=O | -1 | 13 | -3 | 2 | -3 | 3 | -6

Pulled by structure from the list above:
SMILES | S100A4 MyoIIA | LGR2 inh | SIRT5 block | CASP6 VEID inh | FN deposition inh | esBAF inh | C2C12 statin
C[C@H](CO)N1C[C@H](C)[C@H](CN(C)C(=O)Nc2ccc(F)cc2)Oc2ccc(NC(=O)Nc3ccccc3)cc2C1=O | -1 | 13 | -3 | 2 | -3 | 3 | -6
C[C@H](CO)N1C[C@H](C)[C@@H](CN(C)CC2CCCCC2)Oc2c(NC(=O)c3cnccn3)cccc2C1=O | x | 6 | -4 | x | x | -3 | -22
C[C@@H]1CN([C@@H](C)CO)C(=O)c2cc(/C=C/c3ccccc3)cnc2O[C@@H]1CN(C)S(=O)(=O)c1ccc(F)cc1 | -2&5 | -10 | 32*! | 1&-1 | 7&-3 | -2&3 | 14&7

(cont.)
SMILES | S100A4 MyoIIA | LGR2 inh | SIRT5 block | CASP6 VEID inh | FN deposition inh | esBAF inh | C2C12 statin
Cc1noc(C)c1NC(=O)N(C)C[C@@H]1Oc2ncc(C#CC3CCCC3)cc2C(=O)N([C@H](C)CO)C[C@H]1C | -9 | 4 | 3 | -1 | -13 | 0 | 9
CCCCCc1nnc(NC(=O)C(=O)OCC)s1 | x | 1 | x | x | 3 | 1 | -3
Cc1cc(-c2nnc(-c3cccc(Cl)c3)o2)no1 | 2 | -77 | -5 | -1 | 4 | x | x
Cn1c(O)c(/C=N/NC(=O)c2cc3ccccc3cc2O)c2ccccc21 | -2 | -92 | 0 | x | 3 | 47* | -71
CN(Cc1ccccc1)C(=O)COC(=O)Cn1cnc2ccccc21 | 0 | 21 | 8 | 6 | 4 | -1 | 11
N/C(=N\OC(=O)COc1ccccc1)c1ccccn1 | 6 | -54 | -4 | 1 | 8 | 49* | 1
C[C@@H]1CN([C@@H](C)CO)C(=O)c2cc(C#Cc3cccnc3)cnc2O[C@H]1CN(C)C(=O)CN(C)C | -6 | 15 | -4 | -1 | x | 1 | 20
O=c1[nH]c2cccnc2c2ccsc12 | 0 | -16 | 9 | 5 | -3 | -5 | -10
Cc1cc(C)n2nc(SCc3ccccc3)nc2n1 | 2 | -30 | 0 | -1 | -14 | x | x
CCOC(=O)C1(Cc2cccc(OC)c2)CCN(C/C=C/c2ccc(OC)cc2)CC1 | -4 | 22 | 2 | -6 | 4 | 5 | -8
CC(C)(O)C1=NOC(c2ccccc2)C1 (stereo not drawn) | x | x | x | x | 11 | -4 | -9
C[C@@H]1CN([C@H](C)CO)C(=O)CCCn2nncc2CO[C@@H]1CN(C)C(=O)c1ccc(N2CCN(C)CC2)cc1 | 11&7&-4 | -2&10 | -5&-2&-3 | -7&-3&-8 | 5&-5 | 4&-3&0 | -1&-1&-1
N#Cc1ccc(-c2nc3ccccc3nc2-c2ccccc2)cc1C#N | 5 | -7 | -3 | -1 | 4 | x | x
CCC(C(=O)NNC(=O)c1cnccn1)c1ccccc1 (stereo not drawn) | 1 | 14 | -3 | -4 | 9 | x | x
COc1cccc(NC(=O)C[C@H]2CC[C@@H]3[C@H](COc4ccc(NS(=O)(=O)c5cccc(F)c5)cc4C(=O)N3C)O2)c1 | x | 5 | x | x | -12 | 10 | 0
C[C@@H]1CN([C@@H](C)CO)C(=O)c2cc(NC(=O)NC3CCCCC3)ccc2O[C@@H](C)CCCCO[C@H]1CN(C)C(=O)CCC(F)(F)F | 5 | 0 | -3 | 2 | x | 4 | x
CCOC(=O)c1oc2c(CN3CCN(C)CC3)c(O)c(CC)cc2c(=O)c1-c1nc2ccccc2s1 | 3 | -15 | -7 | -2 | 3 | -5 | 4
C[C@@H]1CCCCO[C@H](CN(C)Cc2ccc(C(=O)O)cc2)[C@H](C)CN([C@@H](C)CO)C(=O)c2cc(NS(=O)(=O)c3ccccc3)ccc2O1 | x | -4 | x | x | 0 | 3 | 9
COc1ccccc1NC(=O)COc1cc(C)nc(C(C)C)n1 | 7 | 0 | -5 | 1 | x | -3 | 7
CCOC(=O)c1sc2c(c1C)c(=O)n(CCO)c(=O)n2Cc1ccccc1 | -6 | -1 | -3 | 1 | 0 | 5 | 2
C[C@H](CO)N1C[C@H](C)[C@@H](CN(C)Cc2ccncc2)OCCCC[C@H](C)Oc2ccc(NC(=O)Nc3ccc4c(c3)OCO4)cc2C1=O | 7 | 0 | 16* | 1 | x | 4 | x
CCc1cc2ccc(OC)cc2nc1SCC(=O)NNC(C)=O | -2 | -2 | -4 | -1 | 7 | 3 | 1
COc1cc(/C=N/NC(N)=S)ccc1OCC(=O)Nc1ccc(C)c(C)c1 | x | 0 | x | x | x | -1 | 40
COc1ccc(C2=NOC3(CC(=O)N(c4ccc5ccccc5c4)C3=O)C2)c(OC)c1 (stereo not drawn) | -4 | -2 | -1 | 2 | x | x | x

Marked active in esBAF inh, among the entries above:
compound | S100A4 MyoIIA | LGR2 inh | SIRT5 block | CASP6 VEID inh | esBAF inh
Cn1c(O)c(/C=N/NC(=O)c2cc3ccccc3cc2O)c2ccccc21 | -2 | -92 | 0 | x | 47*
N/C(=N\OC(=O)COc1ccccc1)c1ccccn1 | 6 | -54 | -4 | 1 | 49*

Carrying on:
SMILES | S100A4 MyoIIA | LGR2 inh | SIRT5 block | CASP6 VEID inh | FN deposition inh | esBAF inh | C2C12 statin
CCn1c(C)nc2cc(S(N)(=O)=O)ccc21 | -3 | 23 | -4 | -1 | -1 | x | x
CN1CCC(=NOc2ccc([N+](=O)[O-])cc2)CC1 | 12 | -2 | -1 | -3 | x | x | x
Cc1cccc(N2C(=O)/C(=C/c3ccccn3)SC2=S)c1 | -8 | -10 | -5 | -3 | 5 | x | x
C[C@H]1CN([C@@H](C)CO)C(=O)c2cc(-c3ccc(F)cc3)cnc2O[C@H]1CN(C)Cc1cncnc1 | -3 | 20 | -1 | -3 | 2 | -8 | 3
CN1CCN(C2CN(Cc3cn(Cc4cccc(C(F)(F)F)c4)nn3)S(=O)(=O)C2)CC1 (stereo not drawn) | 3 | -3 | -3 | -14 | -2 | x | x
CCOC(=O)c1ccc(S(=O)(=O)N(CCO)Cc2cc3cc(OC)c(OC)cc3[nH]c2=O)cc1 | -4 | 8 | 3 | -2 | 12 | 3 | 4
Cc1nnc2nc(N)[nH]n2c1=O | 22 | 16 | x | -2 | -6 | x | x
CCn1c(=O)c2c(nc3n2CCN3c2ccccc2)n(C)c1=O | 5 | 8 | -3 | 1 | 1 | 11 | 6
C[C@@H]1CCCCO[C@@H](CN(C)Cc2ccccc2)[C@@H](C)CN([C@H](C)CO)C(=O)c2cc(NC(=O)CCCN(C)C)ccc2O1 | 7 | x | 0 | 3 | x | -7 | -12
CCOC(=O)c1nc(NNC(C)=O)sc1C | 22 | -12 | -1 | 1 | x | x | x
COC(=O)/C=C1\SC(=NC(=O)c2cccc([N+](=O)[O-])c2)NC1=O | 0 | 6 | -3 | 0 | 3 | -3 | 53
C[C@H](CO)N1C[C@H](C)[C@H](CN(C)C)Oc2ccc(NC(=O)CCN3CCOCC3)cc2CC1=O | 2 | -11 | 4 | 1 | x | 0 | 12

Further entries follow:
Sequence of screens: S100A4 MyoIIA, LGR2 inh, SIRT5 block, CASP6 VEID inh, FN deposition inh, esBAF inh, C2C12 statin
C[C@@H]1CCCCO[C@H](CN(C)S(=O)(=O)c2ccc(F)cc2)[C@@H](C)CN([C@@H](C)CO)C(=O)c2cc(NC(=O)C3CCCCC3)ccc2O1
 : -4, 4, 5, -3, 0, 1, x
CC(NO)/C(=N\O)c1cccs1 (stereo not drawn)
 : -6, -16, 0, -7, x, -4, 6
CCNc1ccc(C(=O)N/N=C/c2c(C)nn(-c3ccccc3)c2N2CCCC2)cc1[N+](=O)[O-]
 : 2, 7, -2, -4, 7, x, x
Cc1ccc(S(=O)(=O)N(C)C[C@H]2Oc3ccc(NS(=O)(=O)c4c(C)noc4C)cc3CC(=O)N([C@@H](C)CO)C[C@@H]2C)cc1
 : -5, 10, 0, -3, x, -1, 14
CN(C)c1ccccc1C(=O)N1CCC(n2nccc2NC(=O)C2CC2)CC1
 : 0, -19, -4, -2, -1, -6, 4
NC(=O)CSc1nccn1Cc1ccc(Cl)cc1
 : 5, -19, -2, 7, 6, x, x
Cc1ccc(N(C)S(=O)(=O)c2cccc(C(=O)Nc3ccc(C)cn3)c2)cc1
 : -8, -11, 1, -171, -2, 3, -9
COc1ccc(Cl)cc1NC(=O)CN(C)C(=O)c1cn2ccccc2n1
 : -2, 14, -2, 2, 0, -8, -16
CC(C)NC(=O)N(C)C[C@@H]1Oc2ccc(NS(=O)(=O)c3cn(C)cn3)cc2C(=O)N([C@@H](C)CO)C[C@@H]1C
 : 7, 1, -7, 1, 1, -6, x
S=c1[nH]nc(-c2ccccn2)n1/N=C/c1ccc(Cl)cc1
 : 2, -5, 3, 1, -4, x, x
NC(=O)C1CCN(c2nc(-c3ccccc3)nc3c2oc2ccccc23)CC1
 : x, 2, x, x, x, 2, -25
COc1cc(CN2CCC(C(=O)NC(C)(C)C)CC2)ccc1OCc1ccccc1
 : -8, -21, -3, -2, -4, -2, 1
COc1cc2[nH]c(=S)n(C3CCCC3)c(=O)c2cc1OC
 : x, x, x, x, 0, -6, 1
C/C(=N\Nc1nc2ccccc2[nH]1)c1ccc(Cl)s1
 : 4, -21, 0, -1, 6, 34, -4
O=C(O)CN1C(=O)/C(=C2\SC(=S)N(C(Cc3ccccc3)C(=O)O)C2=O)c2ccccc21 (stereo not drawn)
 : 5, 14, 17*, 0, -1, -2, 11
COc1ccc(NC(=O)C2CCN(S(=O)(=O)c3ccc(N4CCCC4=O)cc3)CC2)c(OC)c1
 : 0, 7, 3, -2, -15, -5, -1
